Bioassay records as filed in PubChem BioAssay.
miR-122 sensor: miR-122 Renilla sensor signal increase in Huh7, primary screen, miR-122 inhibitor project, cell-based, single point, plate reader; activation (reporter increase), % at 12.5 µM; AID 602342, 2012; 0.3% of 340,000 active; Huh7 miR-122 Renilla luciferase sensor, 48 h; neutral wells = 0, positive control = 100;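 active means mean replicate activation score at least 90 and every replicate individually at or above 90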;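 further: higher luciferase means less miR-122 activity so hits act as miR-122 inhibitors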
ERp5 inh: inhibitors of ERp5-driven insulin aggregation, primary screen, biochemical, turbidity, absorbance 650 nm, single point; Protein disulfide-isomerase A6 (Homo sapiens), Q15084; 90 min; 0.05% of 350,000 active; inhibition, % at 9.99 µM;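 active means mean replicate inhibition above about 25%, with every replicate also reaching it, limit read from the data, passing the limit was not always enough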
Target sequence (Q15084 whole entry, looked up): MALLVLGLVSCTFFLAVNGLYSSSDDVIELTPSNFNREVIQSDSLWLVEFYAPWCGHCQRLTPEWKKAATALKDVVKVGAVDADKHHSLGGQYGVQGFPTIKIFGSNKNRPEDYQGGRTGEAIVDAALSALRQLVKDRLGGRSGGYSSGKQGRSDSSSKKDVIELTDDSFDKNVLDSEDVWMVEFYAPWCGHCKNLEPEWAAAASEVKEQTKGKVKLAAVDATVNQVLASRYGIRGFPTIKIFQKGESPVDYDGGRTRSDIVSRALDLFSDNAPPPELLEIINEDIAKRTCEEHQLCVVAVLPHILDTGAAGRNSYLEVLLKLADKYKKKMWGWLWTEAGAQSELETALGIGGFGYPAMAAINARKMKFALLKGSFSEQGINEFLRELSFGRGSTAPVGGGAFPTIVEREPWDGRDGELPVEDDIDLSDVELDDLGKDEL
esBAF inh: Bmi1 luciferase reporter increase in mESCs, primary screen, esBAF inhibitor project, mouse ES cells, Bmi1 luciferase knock-in, single point; AID 602393, 2012; 24 h; 100% = twice the neutral-well signal; 2% of 350,000 active; reporter increase, % at 12.5 µM; in the data active means activation above about 40%;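 further: 0% = median of the plate's neutral control wells and 100% = double that signal; a rise in the Bmi1 reporter signal indicates esBAF inhibition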
ARNT TACC3 PPI: disruptors of ARNT/TACC3 protein interaction, primary screen, biochemical, AlphaScreen, single concentration; AlphaScreen His-ARNT PAS-B/GST-TACC3 binding, luminescence; TACC3 fragment carries E629A point mutation; inhibition, % at 9.99 µM; 0.66% of 390,000 active; AID 623870, 2012;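 active means mean inhibition of replicates at least 50% and at least half of replicates each reaching 50%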;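 further: 0% = complete ARNT plus TACC3 wells and 100% = ARNT alone without TACC3; many hits fall short of the cut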
Cneo AK release: Cryptococcus neoformans cell lysis inducers, primary screen, AK release luminescence, single concentration. lysis activity, % at 15 µM. AID 651654, 2012. 0.2% of 360,000 active. C. neoformans lysis, adenylate kinase release luminescence, 4 h; normalised: neutral wells 0, clomiphene wells 100;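 active means mean lysis activity across replicates of at least 80%, whatever share of replicates individually reach that level; inactive means mean lysis activity below 80%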
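Assay system: log-phase C. neoformans yeast / Quantity: yeast cell density of 5 × 10^6 cells/mL / Medium: fresh YPD growth medium / Compound: single dose / Timing: static 4 h at 37 °C with compound, 1 h detection / Measured by: adenylate kinase release luminescence / Read-out: lysis from increased AK signal / Benchmarks: Clomiphene as positive lysis control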
Statin myotox sup: suppressors of statin myotoxicity in C2C12 myotubes, primary screen, cell-based, single point, plate reader | rescue of ATP level, % at 7.49 µM | C2C12 myotubes + simvastatin, ATP luminescence, 48 h; scaled: DMSO 0, geranylgeraniol control 100 | AID 602340, 2012 | 0.78% of 330,000 active;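 active means mean ATP rescue above about 67%, or every replicate alone reaching that limit, limit read from the data, passing the limit was not always enough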;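 further: myotubes were challenged with 10 µM simvastatin during compound exposure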
SIRT5 block: SIRT5 desuccinylase inhibitors, primary screen, biochemical, fluorescence imaging, single point, set 5; Purified SirT5, succinyl-peptide AMC, trypsin-coupled fluorescence; AID 652115, 2013; 1.1% of 330,000 active; inhibition, % at 15 µM; in the data active means inhibition above about 15%
Target sequence (Q9NXA8 whole entry, looked up): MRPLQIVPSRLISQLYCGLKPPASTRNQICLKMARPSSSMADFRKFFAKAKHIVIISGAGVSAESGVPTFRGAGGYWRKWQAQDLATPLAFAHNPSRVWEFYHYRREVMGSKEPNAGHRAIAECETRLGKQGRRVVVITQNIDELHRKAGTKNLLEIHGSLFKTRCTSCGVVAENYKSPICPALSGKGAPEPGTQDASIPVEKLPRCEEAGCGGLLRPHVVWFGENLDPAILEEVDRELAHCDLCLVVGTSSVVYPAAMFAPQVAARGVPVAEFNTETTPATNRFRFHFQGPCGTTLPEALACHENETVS
The depositor's hits bear a star; / = no result given; & = joins results of further samples; [ ] = remark or other dose.

SMILES	miR-122 sensor	ERp5 inh	esBAF inh	ARNT TACC3 PPI	Cneo AK release	Statin myotox sup	SIRT5 block
Cc1cc(Cl)ccc1OCC(=O)NCCOc1nc(N2CCOCC2)nc(N2CCOCC2)n1	-6	/	1	/	0	-1	/
COc1ccc(NC(=O)CNC(=O)Cn2ccc3ccccc3c2=O)c(OC)c1	/	-5	4	-9	1	0	-1
CCCN(C)C[C@H]1OCCCC[C@H](C)Oc2ccc(NC(=O)Nc3cccc4ccccc34)cc2C(=O)N([C@@H](C)CO)C[C@H]1C	-3[16.7 µM]	9	-1	12	2	/	-4
Cc1ccc(Nc2nc(-c3sc(C)nc3C)cs2)cc1	11	1	9	-1	-3	-174	-1
C[C@H](CO)N1C[C@H](C)[C@@H](CN(C)Cc2ccc(C(=O)Nc3ccccc3N)cc2)Oc2ccc(NS(=O)(=O)c3ccc(F)cc3)cc2C1=O	5[16.7 µM]	15	-6	/	-1	18	/
CCOc1cc2[nH]c(=S)n(Cc3ccc(C(=O)NCCN(CC)CC)cc3)c(=O)c2cc1OCC	-13	1	6	8	-1	30	-1
COc1ccc(NC(=O)CC2C(=O)N(c3ccc(OC)cc3)C(=O)N2Cc2ccc(OC)c(OC)c2)cc1 (stereo not drawn)	/	-3	/	0	/	/	-2
COC(=O)[C@H]1[C@H](CO)[C@H]2Cn3c(ccc(-c4ccccc4)c3=O)[C@H]2N1C(=O)CC1CC1	/	0	1	-8	0	-10	-4
O=C(C[C@H]1C=C[C@H](NC(=O)Nc2cc(F)ccc2F)[C@H](CO)O1)Nc1ccccc1	/	1	0	1	-6	-66	-1
COc1ccc(-n2nc(C(=O)NCC(=O)NCCCN3CC(C)CC(C)C3)c3ccccc3c2=O)cc1Cl (stereo not drawn)	-10	0	4	2	0	6	0
COc1cccc2cc(C(N)=O)/c(=N\NC(=O)c3ccccc3)oc12	5	-4	-44	22	-2	-2	-2
CC(C)C(OC(=O)c1nsc(Cl)c1Cl)C(=O)NCC1CCCO1 (stereo not drawn)	-3	6	-5	0	0	-4	-3
COc1ccc(Cl)cc1-c1cc(C(=O)NCc2ccc(F)cc2)[nH]n1	5	3	-4	/	0	4	/
N/C(=N\OC(=O)c1cccc([N+](=O)[O-])c1)c1ccccn1	-2	14	/	-11	/	/	-4
CCCSc1ccccc1C(=O)N1CCN(C(=O)c2ccco2)CC1	0	-1	1	/	-4	-14	1
COc1ccc(C(C(=O)NC2CCCC2)N(Cc2cccnc2)C(=O)c2snc(C(N)=O)c2N)cc1OC (stereo not drawn)	/	-1	1	4	-2	16	-1
C[C@@H]1CN([C@H](C)CO)C(=O)c2cc(Br)cnc2O[C@H]1CN(C)C(=O)Cc1ccccc1	6	3&-1	-6&2	-2	-1&-3	8&4	-1&4
O=C1CCCC/C1=C\Nc1ccccc1C(=O)O	0	/	-7	-2	5	11	/
O=C(CCNC(=O)Cn1cnc2ccccc2c1=O)NCCC1=CCCCC1	5	/	2	0	-3	4	/
CCn1ncc(/C=C/C(=O)C2CC2)c1C	-8	/	/	-15	2	/	/
COc1ccc(S(=O)(=O)Nc2ccc3c(c2)C(=O)N([C@H](C)CO)C[C@H](C)[C@H](CN(C)Cc2ccc(C(=O)O)cc2)O3)cc1	-3[16.7 µM]	7&1	-3&0	-25&-5	2&-3	3	-1
CCN(C[C@H]1N[C@@](C)(C(=O)OC)[C@H]2C(=O)N(C)C(=O)[C@@H]12)S(=O)(=O)c1ccc(F)cc1	/	-5	0	-1	0	-8	2
CN(C)S(=O)(=O)N(CC(=O)Nc1cccc(F)c1)c1ccccc1	/	/	-4	0	0	3	/
COc1ccc(Cl)cc1NC(=O)CCN1C(=O)C2C3CCC(C3)C2C1=O (stereo not drawn)	-7	6	0	-2	-6	-44	-1
C=CCN(c1ccccc1C(=O)NCC(=O)OCC)S(=O)(=O)c1ccc(C)cc1	/	2	/	-1	/	/	4
COc1ccccc1Nc1nc(NCc2ccco2)nc(N)c1[N+](=O)[O-]	-7	3	/	/	3	/	-2
O=C(O)COc1ccc(/C=C/c2ccc3cccc([N+](=O)[O-])c3n2)cc1	4	-2	/	26	-2	/	9
Cc1cc(C(=O)N/N=C/c2ccc(-c3ccc([N+](=O)[O-])cc3C)o2)n[nH]1	5	-2	-9	-4	-2	-61	11
COCCCN1C(=O)C(CC(=O)NC2CCCC2)CC(C(=O)N2CCOCC2)=C1C (stereo not drawn)	-3	3	-3	/	4	-5	-3
Cc1ccc(-n2nnnc2SCC(=O)Nc2ccc3c(c2)OCCO3)cc1C	-2	/	-4	-10	-2	-11	/
CC(C)COc1ccc(C(=O)N/C(=C\c2cccc([N+](=O)[O-])c2)C(=O)O)cc1	-1	-6	-6	1	2	4	0
C[C@H](NC(=O)C[C@H]1CC[C@@H]2[C@H](COC[C@H](O)CN2C(=O)Nc2cccc(F)c2)O1)c1ccccc1	4[16.7 µM]	-5	34	-10	-4	-20	0
C[C@@H]1CN([C@@H](C)CO)C(=O)Cc2cc(NC(=O)Nc3ccc(C(F)(F)F)cc3)ccc2O[C@@H]1CN(C)S(C)(=O)=O	19[16.7 µM]	2	-3	3	3	-86	1
COc1cccc(C(=O)NNc2nc(C)cc(C)n2)c1	-2	/	-3	-9	-1	-9	/
C/C(CCC(C)C)=N\Nc1ccc(S(N)(=O)=O)cc1[N+](=O)[O-]	/	6	/	34	/	/	1
Cn1c(=O)c2c(nc(Oc3ccccc3)n2C)n(C)c1=O	-3	/	-10	-4	7	142*	/
Cc1cc(C)n2nc(SC(C)C(=O)NC3CCCCC3C)nc2n1 (stereo not drawn)	/	-7	-4	9	2	2	5
COc1cccc(C(=O)NC2CCN(CC(=O)Nc3ccccc3Cl)CC2)c1	/	1	-7	-10	0	-9	-2
O=C(NCC[C@H]1CC[C@@H](NC(=O)C2CCCC2)[C@H](CO)O1)Nc1ccc(Cl)cc1	-8[16.7 µM]	0	19	-7	-1	-3	1
CC1(C)OC(=O)N(Cc2ccco2)C1(C)O (stereo not drawn)	-1	/	-3	1	0	/	/
CC1CCC2(CC1)NC(=S)N(c1ccccc1)N2 (stereo not drawn)	-7	/	/	-3	0	/	/
C1CCN(Cc2nnnn2CC2CCCO2)CC1 (stereo not drawn)	-5	-3	5	13	-18	0	-2
Cc1cc(C(=O)N2CCC2(C)C(=O)Nc2cccc3c2CCCC3)nn1C (stereo not drawn)	4	1	-1	/	24	15	1
O=C(CN1c2cccc3cccc(c23)S1(=O)=O)N1CCN(c2ccc(F)cc2)CC1	/	-11	0	/	/	0	-6
CCC1(c2ccccc2)NC(=O)N(CC(=O)NNC(=O)CCN2CCN(c3ccccc3)CC2)C1=O (stereo not drawn)	-6	1	-3	3	-5	2	-2
CCn1c(-c2cc(-c3cc(OC)ccc3OC)nc3ccccc23)n[nH]c1=S	5	5	-3	-15	-9	5	1
C[C@H](CO)N1C[C@H](C)[C@H](CN(C)C(=O)Cc2ccccc2)OCc2cnnn2CCCC1=O	-4	-1&-4&7	1&4&2	4&-4	-1&50&-2	-3&-7&8	-2&2&-3
O=C(CCCOc1ccccc1)Nc1cccc(C(=O)O)c1	1	/	-5	2	-1	-1	/
O=C(NCC(=O)N(CCc1ccccc1)C(C(=O)NC1CCCCC1)c1ccncc1)c1ccco1 (stereo not drawn)	1	/	-7	-14	-1	2	/
C/C=C(\C)CN1CCN(c2cc(C)ccc2C)CC1	-14	/	-10	-8	-6	-8	/
CO[C@H]1CN(C)C(=O)c2cc(NC(=O)c3ccccc3)ccc2OC[C@H](C)N(C(C)=O)C[C@H]1C	-9[16.7 µM]	-1	-1	-6	-6	0	3
CCN(C(=O)C1CCCO1)c1ccccc1 (stereo not drawn)	/	6	0	-5	1	2	0
O=C(CN1C(=O)c2cccc3cccc1c23)NCC1CCCO1 (stereo not drawn)	-5	/	-1	2	3	-3	/
CC1CN(C(=O)c2scc3c2OCCO3)CC(C)O1 (stereo not drawn)	-9	/	-4	0	3	-9	/
CCOc1cc(C(=O)NCCc2ccc(S(N)(=O)=O)cc2)cc(OCC)c1OCC	2	6	/	0	-2	/	-1
CCOC(=O)N1CCN(CC(O)c2ccc3c(c2)CCN3)CC1 (stereo not drawn)	3	4	2	3	1	-2	-5
Cc1ccc2nc(-c3ccc(NC(=O)C4CCCO4)cc3)[nH]c2c1 (stereo not drawn)	-3	/	-46	2	-24	-31	/
O=C(c1ccc(F)cc1)c1c[nH]c(C(=O)NCc2cccnc2)c1	4	/	-35	2	1	/	/
COc1cc(N)c2ncccc2c1Cl	2	-6	1	29	-5	4	3
Cc1ccc(NC(=O)CCC(=O)NNC(=O)c2ccccc2Cl)c(C)c1	/	0	/	-2	/	/	-1

Overlap with the part before: six entries, then new ones.
SMILES	miR-122 sensor	ERp5 inh	esBAF inh	ARNT TACC3 PPI	Cneo AK release	Statin myotox sup	SIRT5 block
CCOc1cc(C(=O)NCCc2ccc(S(N)(=O)=O)cc2)cc(OCC)c1OCC	2	6	/	0	-2	/	-1
CCOC(=O)N1CCN(CC(O)c2ccc3c(c2)CCN3)CC1 (stereo not drawn)	3	4	2	3	1	-2	-5
Cc1ccc2nc(-c3ccc(NC(=O)C4CCCO4)cc3)[nH]c2c1 (stereo not drawn)	-3	/	-46	2	-24	-31	/
O=C(c1ccc(F)cc1)c1c[nH]c(C(=O)NCc2cccnc2)c1	4	/	-35	2	1	/	/
COc1cc(N)c2ncccc2c1Cl	2	-6	1	29	-5	4	3
Cc1ccc(NC(=O)CCC(=O)NNC(=O)c2ccccc2Cl)c(C)c1	/	0	/	-2	/	/	-1
Nc1nonc1-n1nnc(C(=O)N/N=C/c2cccc(O)c2)c1CN1CCCC1	-6	-10	-2	-3	8	7	0
O=C(NCc1nc2ccccc2[nH]1)C1CCCCC1	/	3	/	-12	/	/	-5
Cc1cccc(Nc2nnc(SC/C(O)=C(\C#N)c3nc4ccccc4[nH]3)s2)c1	1	/	/	4	2	/	/
Cc1ccc(-c2ccc(=O)n(CCC(=O)N3CCN(c4cccc(C)c4)C(C)C3)n2)cc1 (stereo not drawn)	/	12	-1	1	0	36	-2
COc1ccc2[nH]c(-c3cccc(F)c3)cc(=O)c2c1	12	4	-34	-13	-1	-92	/
CC1CCCCN1C(=S)NCc1ccco1 (stereo not drawn)	/	4	/	-4	/	/	0
C[C@H]1CN([C@@H](C)CO)C(=O)c2cc(C#CC3(O)CCCC3)cnc2O[C@H]1CN(C)S(=O)(=O)c1ccccc1	1[16.7 µM]	1	-2	-7	2	26	-2
CCOCCCNC(=O)/C(C#N)=C/c1ccc(C(=O)OC)cc1	-6	4	-9	-10	-6	3	-3
C[C@@H]1CN([C@@H](C)CO)C(=O)Cc2cc(NC(=O)Cn3cnnn3)ccc2O[C@@H]1CN(C)Cc1ccncc1	4[16.7 µM]	-2	2	-7	1	-8	0
COc1ccc2[nH]c3c(=O)n(CCCCC(=O)NCCN4CCCC4)c(=S)[nH]c3c2c1	0	1	-1	34	7	3	-4
CCCN(C)C[C@@H]1OCCCC[C@H](C)Oc2ccc(NS(=O)(=O)c3ccc(C)cc3)cc2C(=O)N([C@@H](C)CO)C[C@H]1C	-3[16.7 µM]	5	/	2	0	/	2
CCOC(=O)C1(C)CCCN(C(=O)c2cccc(Cl)c2)C1 (stereo not drawn)	2	4	-1	/	-1	1	1
O=C(CN1CCNCC1)NCCSc1ccc(Cl)cc1	/	4	/	1	/	/	-3
O=C(Nc1ccccc1C(=O)O)/C(=C/c1ccc(Cl)cc1Cl)NC(=O)c1ccco1	/	2	-2	-5	2	-1	1
